Menin-MLL TR inh: qHTS Assay for Inhibitors Targeting the Menin-MLL Interaction in MLL Related Leukemias: Competition With Texas Red Labeled MLL-derived Mutant Peptide. O00255. Menin + Texas Red MLL mutant peptide, fluorescence polarization. Potency, µM (doses to about 61.6 µM), for inactives: at the top dose FP activity change, negative = inhibition, most hits filed as inhibitors. 270,000 compounds, 0.23% hits; active = well fitted inhibition curve with a large enough effect in the polarisation, with a control signal flat, not every such curve was filed as active; inconclusive = small, poorly fitted or top-dose-only effect, or effect the other way, or a change in a side signal; inactive = no such curve, though single readings can be large or run the other way; the % refers to the polarisation; also: potency is read from the fitted curve at half-maximal effect; % of control where 0% means no effect; many of its hits are not listed in these tables
PKM2 act: qHTS Assay for Activators of Human Muscle isoform 2 Pyruvate Kinase | AID 1631, 2009 | Pyruvate kinase PKM (Homo sapiens), P14618 | 260,000 compounds, 0.34% hits | purified PKM2, Kinase-Glo ATP luminescence, activation; response scale: 0% is enzyme alone, no compound | Potency, µM (series often up to 57.5 µM), without a hit: at the highest dose activation, hits mostly activators; also: potency is read from the fitted curve at half-maximal effect; % is scaled to controls: 0 for no effect and ±100 for the full control effect; nearly all actives have a fitted effect of over 55% in size
Target sequence (P14618 whole entry, looked up, canonical isoform): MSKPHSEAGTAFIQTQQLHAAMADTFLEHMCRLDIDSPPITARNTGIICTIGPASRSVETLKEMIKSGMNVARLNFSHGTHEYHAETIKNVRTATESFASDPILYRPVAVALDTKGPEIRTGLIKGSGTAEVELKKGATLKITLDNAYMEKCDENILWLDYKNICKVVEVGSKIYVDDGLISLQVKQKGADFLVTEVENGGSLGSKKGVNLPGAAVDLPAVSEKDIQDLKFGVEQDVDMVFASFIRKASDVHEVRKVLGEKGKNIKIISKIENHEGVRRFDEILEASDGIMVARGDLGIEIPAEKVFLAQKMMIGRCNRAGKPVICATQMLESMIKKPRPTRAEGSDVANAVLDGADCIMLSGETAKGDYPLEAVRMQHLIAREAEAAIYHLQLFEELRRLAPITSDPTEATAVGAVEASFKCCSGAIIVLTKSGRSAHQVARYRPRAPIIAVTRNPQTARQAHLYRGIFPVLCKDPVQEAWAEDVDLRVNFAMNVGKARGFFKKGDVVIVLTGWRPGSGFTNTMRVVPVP
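ATP formation by purified human PK-M2, quantified via coupled luciferase luminescence after 1 h at room temperature with 0.1 mM ADP and 0.5 mM PEP final.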
TSHR antagonist: Antagonists of the Thyroid Stimulating Hormone Receptor: HTS campaign | AID 504810, 2011 | Thyrotropin receptor (Homo sapiens), P16473 | activity change, negative = inhibition, % at 11.5 µM | 330,000 compounds, 0.2% hits | TSHR-expressing cells, TSH-stimulated cAMP HTRF, 2 h; stronger effect = lower value;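 active = activity change below a set negative limit, meaning inhibition stronger than a set level, cut at about -70% in these data; inconclusive = activity change between two set negative limits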; also: % is scaled to controls: 0 for no effect and ±100 for the full control effect
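Antagonism was scored as loss of TSH-driven cAMP in TSHR cells, stimulated with 4nM TSH (EC80) for 2 hours at 37 deg C and detected by homogeneous HTRF competition immunoassay.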
Eya2 inh: qHTS Assay for Inhibitors of the Phosphatase Activity of Eya2. 330,000 compounds, 0.006% hits. Potency, µM (top dose mostly 76.9 µM), for inactives: top-dose activity, negative = inhibition, usual class: inhibitors. AID 488837, 2010. Protein phosphatase EYA2 (Homo sapiens), O00167. recombinant Eya2, OMFP fluorescence dephosphorylation (OMFP is methylfluorescein phosphate); also: potency is read from the fitted curve at half-maximal effect; % is scaled to controls: 0 for no effect and ±100 for the full control effect
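Eya2 protein (added as 0.2 uM solution) was preincubated with compound for 10 min at ambient temperature in 50 mM HEPES pH 7.5, 50 mM NaCl, 5 uM MgCl2, 0.05% BSA, 1 mM DTT. OMFP (added at 50 uM) then reacted 10 min; fluorescence read at 485/525 nm.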
S-ASM inh: Inhibitors of Secretory Acid Sphingomyelinase (S-ASM): qHTS | placental ASM, HMU-PC fluorogenic substrate, 60 min | Potency, µM (titrated, usually from 57.5 µM), for inactives: top-dose activity change, negative = inhibition, hits mostly inhibitors | AID 504937, 2011 | 340,000 compounds, 0.006% hits | Sphingomyelin phosphodiesterase (Homo sapiens), P17405; also: potency is read from the fitted curve at half-maximal effect
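Human placenta-derived ASM preincubated with compound 10 min at room temperature, then reacted with 9 uM (final) fluorogenic HMU-PC substrate for 60 min at 37 C. Stop solution raises pH to 10; fluorescence read at Ex 386/Em 447 nm.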
USP2a inh: qHTS Assay for Inhibitors of Ubiquitin-specific Protease USP2a Using CHOP2 as the Reporter | AID 463254, 2010 | 330,000 compounds, 0.01% hits | USP2 core, Ub-CHOP2 coupled fluorogenic reporter, 485/531 | Potency, µM (titrated, usually from 38.3 µM), without a hit: at the highest dose activity change, negative = inhibition, most hits filed as inhibitors | Ubiquitin carboxyl-terminal hydrolase 2 (Homo sapiens), O75604;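 also: potency is read from the fitted curve at half-maximal effect; plate controls were DMSO wells for no effect and full inhibition by NEM control for full effect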
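USP2 core (10nM final) preincubated 30min RT with compound in 20mM Tris-HCl pH 8.0, 2mM CaCl2, 2mM beta-mercaptoethanol, 0.05% CHAPS; 25nM Ub-CHOP2 plus 25nM reporter substrate added, fluorescence (Ex485/Em531) read after 60min.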
BCR signal inh: qHTS Assay to Find Inhibitors of Chronic Active B-Cell Receptor Signaling. ABC-DLBCL IkBa-CBG/CBR reporter, luminescence ratio, 4 h. Potency, µM (series often up to 46.1 µM), inactives show at the top dose ratio change, negative = lower green/red ratio, actives largely listed as inhibitors. 340,000 compounds, 0.05% hits. AID 493014, 2011; active = well fitted inhibition curve with a large enough effect in the signal ratio, with a control signal flat, not every such curve was filed as active; inconclusive = small, poorly fitted or top-dose-only effect, or effect the other way, or a change in a side signal; the % refers to the signal ratio;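 also: potency is read from the fitted curve at half-maximal effect; plate controls were basal doxycycline-induced cells for no effect and cells given 10 µM MG132 for full effect; MG132 reads +100%, hits lower the ratio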
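Cell line TMD8 (human ABC DLBCL), stably expressing tet-inducible CBG68-IkBa fusion and CBR; IMDM/0.5% FBS; cpd up to 46 uM; dox induction, 4 h, 37C/5% CO2; dual luminescence; green/red ratio; MG132 control.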
GALK inhibitor: qHTS Assay for Inhibitors of Human Galactokinase (GALK); P51570; Purified GALK, Kinase-Glo residual ATP luminescence; Potency, µM (top dose mostly 57.5 µM), for inactives: top-dose activity change, negative = inhibition, most hits filed as inhibitors; 270,000 compounds, 0.007% hits; also: potency is read from the fitted curve at half-maximal effect; % is scaled to controls: 0 for no effect and ±100 for the full control effect
Target sequence (P51570 whole entry, looked up): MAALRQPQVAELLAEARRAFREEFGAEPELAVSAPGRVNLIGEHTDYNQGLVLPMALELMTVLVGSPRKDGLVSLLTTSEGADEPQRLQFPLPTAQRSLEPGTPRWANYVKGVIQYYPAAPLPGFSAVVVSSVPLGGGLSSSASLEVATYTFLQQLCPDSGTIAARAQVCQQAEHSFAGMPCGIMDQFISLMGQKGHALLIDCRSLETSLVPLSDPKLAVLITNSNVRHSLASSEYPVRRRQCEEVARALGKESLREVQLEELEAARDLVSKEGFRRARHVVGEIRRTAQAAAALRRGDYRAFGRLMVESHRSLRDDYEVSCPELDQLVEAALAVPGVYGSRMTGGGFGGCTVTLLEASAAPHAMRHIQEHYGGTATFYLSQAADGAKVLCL
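Galactose (100 uM) and ATP (35 uM) were turned over by 5 nM GALK for 1 h at RT. Kinase-Glo Plus then converted the remaining ATP into a luminescent signal.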
Mito fusion act: qHTS Assay for Small Molecule Inhibitors of Mitochondrial Division or Activators of Mitochondrial Fusion. AID 485298, 2010. Potency, µM (titrated, usually from 46.1 µM), for the others: top-dose growth rescue (activation), usual class: activators. S. cerevisiae fusion-defective mutant growth rescue, CellTiterGlo 48 h. 320,000 compounds, 0.23% hits;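 also: potency is read from the fitted curve at half-maximal effect; % of control where 0% means no effect; nearly all actives have a fitted effect of over 45% in size; temperature-sensitive fusion mutants such as fzo1-1 at 37 °C on non-fermentable ethanol glycerol medium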
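Temperature-sensitive fusion-defective S. cerevisiae (e.g. fzo1-1, mgm1-5) were grown with compound in YPEG medium (3% ethanol, 3% glycerol) for 48 hours at 37C. Growth rescue was measured as viability by CellTiterGlo luminescence after 10 minutes at ambient.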
MBNL1-CUG inh: qHTS Assay for Inhibitors of MBNL1-poly(CUG) RNA binding | Potency, µM (doses to about 57.5 µM), for the others: at the top dose activity change, negative = inhibition, usual class: inhibitors | TR-FRET MBNL1-His/biotin-(CUG)12 binding, 665/545 ratio | Muscleblind-like protein 1 (Homo sapiens), Q9NR56 | 280,000 compounds, 0.036% hits; active = well fitted inhibition curve with a large enough effect in the signal ratio, with a control signal flat, not every such curve was filed as active; inconclusive = small, poorly fitted or top-dose-only effect, or effect the other way, or a change in a side signal; inactive = no such curve, though single readings can be large or run the other way; the % refers to the signal ratio; also: potency is read from the fitted curve at half-maximal effect; % is scaled to controls: 0 for no effect and ±100 for the full control effect
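TR-FRET readout: Ex 340 nm, 665/545 nm emission ratio, normalized to buffer-only (basal) and MBNL1-(CUG)12 controls. Complex of MBNL1-His with Biotin-(CUG)12, compounds 92 nM–58 uM, incubated 60 min at room temperature.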
KCNH2 WT inh: qHTS for Inhibitors of KCHN2 3.1: Wildtype qHTS | U2OS, BacMam KCNH2, thallium flux FluxOr; stronger effect = lower value | activity change, % at 1.84 µM | 340,000 compounds, 0.37% hits | Voltage-gated inwardly rectifying potassium channel KCNH2 (Homo sapiens), Q12809;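 active = maximum activity change below -70%; inconclusive = maximum activity change between -70% and -50%; inactive = maximum activity change above -50%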; also: % is scaled to controls: 0 for no effect and ±100 for the full control effect
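U2OS cells were transduced with wild-type KCNH2 virus (2.03 x 10^8 / mL) for 4 h at room temperature, then cultured overnight at 37 C. Thallium flux was read with FluxOr dye. Rate constants were normalized to DMSO controls.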
The depositor's hits bear a star; ? = inconclusive; nt = not tested or not shown; & = joins results of further samples; [ ] = another dose, or the depositor's remark. Unless noted, calls follow the shape of the dose curve; as a rule, active = well fitted curve in the direction sought with a large enough effect; inconclusive = small, poorly fitted or top-dose-only effect, or another doubt; inactive = no such curve, though single readings can be large; an effect the other way counts as inactive or inconclusive. A portion of the library; rates above refer to the full screens.

SMILES | Menin-MLL TR inh | PKM2 act | TSHR antagonist | Eya2 inh | S-ASM inh | USP2a inh | BCR signal inh | GALK inhibitor | Mito fusion act | MBNL1-CUG inh | KCNH2 WT inh
CCOc1ccccc1NC(=O)C(NCC1CCCCC1)c1ccccc1 (stereo not drawn) | ? | 1% | -1 | -5% | -1% | 1% | 10% | 5% | 10% | -1% | 0
COc1ccc2sc(NC(=O)CC(C)C)nc2c1 | 14% | -2% | -8 | 24% | -1% | 1% | ? | 5% | -1% | 3% | -2
O=C(CN1C(=O)c2cccc3cccc(c23)C1=O)NCCCO | -3% | nt | -5 | -12% | 9% | 0% | 9% | nt | -11% | ? | -6
CCOC(=O)N1CCN(S(=O)(=O)c2ccc(F)c(C(=O)Nc3cccc(Cl)c3C)c2)CC1 | 9% | 4% | 24 | 0% | -2% | -2% | -16% | nt | 9% | -11% | -4
CC(Oc1ccccc1)C(=O)N1CCN=C1SCc1ccccc1 (stereo not drawn) | 0% | -10% | 9 | -6% | 2% | -6% | -2% | 5% | 0% | -5% | 4
CCCCNC(=O)c1cc([N+](=O)[O-])[nH]n1 | 4% | 10% | 15 | 5% | 1% | -1% | -9% | 0% | 3% | nt | 32
CS(=O)(=O)N(CC(=O)NCc1ccc2c(c1)OCO2)Cc1ccc(Cl)cc1 | 4% | -10% | 2 | 0% | 4% | 1% | 0% | 0% | -1% | 4% | 4
CCSc1nnc(C)n1-c1ccc(C(=O)O)cc1 | -13% | 0% | 2 | 5% | 0% | -1% | ? | -1% | 0% | 2% | -4
CC(Sc1nnc(C2CC2)n1C1CC1)C(=O)N(C)Cc1cccc(F)c1 (stereo not drawn) | nt | nt | 20 | -6% | 3% | 1% | 1% | nt | 1% | nt | -4
COc1ccc(C2C3=C(CC(C)(C)CC3=O)Oc3ncn(Cc4ccco4)c(=N)c32)cc1 (stereo not drawn) | ? | 1% | -3 | 5% | -2% | 0% | -1% | 2% | -15% | ? | 64
C#CCOCCOCCOCCNc1nc(N2CCN(C(=O)[C@H](CCCCN)n3cc(C(N)COC(=O)C(F)(F)F)nn3)CC2)nc(N2CCN(C(=O)[C@H](CCCCN)n3cc(C(N)CC(C)C)nn3)CC2)n1 (stereo partly drawn) | nt | -3% | -2 | -2% | nt | 7% | 7% | -2% | 9% | -2% | nt
COc1ccc(-c2ccc(-c3noc(-c4ccco4)n3)c(OC)n2)cc1 | 10% | 1% | -22 | -10% | 60%[activator] | 4% | 16% | -2% | 7% | 17% | -15
CC1CN(S(=O)(=O)c2ccc(C(=O)OCc3ccc(C#N)cc3)cc2)CC(C)O1 (stereo not drawn) | nt | nt | -1 | 3% | -1% | 1% | -1% | nt | 5% | nt | -5
O=C(Nc1ccccn1)c1ccc2c(=O)n3c(nc2c1)CCCCC3 | nt | nt | 7 | 23% | 0% | -6% | ? | nt | 0% | nt | -20
CC(=O)Nc1ccc(S(=O)(=O)N=S(C)C)cc1 | 7% | 0%&4% | -1&12 | -23%&1% | 0% | 4%&0% | -1%&1% | 0%&-1% | -3%&-1% | -3%&-3% | -2
O=c1[nH]c(SCc2ccccc2)nnc1-c1ccccc1 | 2% | -7% | -13 | 2% | -2% | -1% | ? | 0% | 14% | -11% | -1
O=C(COc1ccc(S(=O)(=O)N2CCCC2)cc1)NCCC1=CCCCC1 | -5% | 15% | -4 | -17% | -2% | 1% | -13% | 1% | -5% | -8% | 3
O=C(C[n+]1ccccc1)N/N=C/c1ccco1 | -14% | -1% | 3 | 8% | -1% | 2% | -5% | 9% | -1% | 10% | 4
Cc1cc(C)c(S(=O)(=O)N2CCN(C(=O)N(C)C)CC2)c(C)c1 | 6% | -14% | -14 | 2% | -3% | 3% | 3% | 2% | 9% | 0% | 2
S=C(Nc1ccc2c(c1)OCCO2)Nc1ccc2c(c1)OCO2 | 10% | -15% | -1 | 8% | 7% | 5% | -2% | -2% | -14% | -1% | 0
COc1cc(OC)cc(C(=O)Nc2ccccc2C(=O)NCc2cccnc2)c1 | 12% | nt | -6 | 12% | 1% | 2% | ? | 6% | 10% | -5% | -2
CNC(=S)N1C2CCC1CC(NC(=O)NC13CC4CC(CC(C4)C1)C3)C2 (stereo not drawn) | -20% | -1% | -7 | 10% | 3% | 1% | 0% | -4% | -6% | -6% | -3
NC(=O)Nc1ccc(C(=O)OCC(=O)N2CCc3ccccc3C2)cc1 | nt | nt | 12 | 5% | 4% | 0% | -4% | nt | -4% | nt | -8
COc1ccc(CNC(=O)CSc2nnc(C(F)(F)F)n2C)cc1 | -2% | 2% | -4 | -8% | -2% | 1% | 3% | 3% | 3% | -4% | -5
S=C1CCSc2ccc(Cl)cc2N1 | -23% | 4% | 2 | -5% | -1% | 2% | -1% | 0% | -9% | -4% | 4
CCc1ccccc1NS(=O)(=O)c1ccc(SC)cc1 | 12% | -2% | -1 | 0% | 2% | 4% | 7% | 0% | 25% | 6% | -2
COc1ccc(N(C)S(=O)(=O)c2cccc(C(=O)NC3CCCCCC3)c2)cc1 | -11% | 16% | -12 | 4% | 0% | 0% | -6% | 1% | 7% | -4% | -5
Cc1c(O)cc2n(c1=O)-c1ccc(Cl)cc1C2(C)C | 9% | 2% | -14 | 14% | -2% | 2% | -4% | -5% | 2% | -12% | 4
CCCc1[nH]nc2c1C1(C(=O)N(CC)c3ccccc31)C(C#N)=C(N)O2 (stereo not drawn) | -8% | 0% | -4 | 25% | 2% | 0% | 2% | 0% | -1% | -1% | -7
C=CCn1c(C)cc(C(=O)CSc2ccc(NC(C)=O)cc2)c1C | 4% | 4% | 4 | -6% | 0% | 6% | -11% | 0% | 2% | -8% | -1
CCn1c(N)c(C(=O)NCCCOC)sc1=S | -3% | 3% | 2 | 0% | -3% | 1% | ? | -2% | 1% | ? | -4
NC(=O)c1ccc(-n2nnnc2SCC(=O)Nc2ccc(N3CCOCC3)c(Cl)c2)cc1 | 2% | 1% | 2 | -3% | 1% | 3% | ? | -2% | -2% | 1% | 0
[O-][n+]1c2c(nn1-c1ccccc1Cl)-c1nonc1CC2 | -10% | -12% | 14 | -25% | -3% | 1% | 4% | 3% | 6% | -4% | 12
Cc1cnc(C(=O)OC(C(=O)Nc2cc(C(F)(F)F)ccc2Cl)c2ccccc2)cn1 (stereo not drawn) | ? | -5% | -2 | -9% | nt | 5% | 6% | 7% | -8% | -3% | 13
Cc1cc(C)cc(C(=O)NCCn2cc(SCC(=O)N3CCOCC3)c3ccccc32)c1 | 14% | ? | -5 | 12% | -1% | 0% | 9% | 1% | -4% | -3% | 24
O=C(O)c1cc(S(=O)(=O)N2CCN(C(=O)c3ccco3)CC2)c(Cl)cc1Cl | 3% | nt | 10 | -5% | -1% | 0% | 1% | -2% | 6% | 6% | 2
COc1cccc(C2CC(c3ccc(C)cc3)n3ncnc3N2)c1 (stereo not drawn) | 5% | -3% | 3 | 2% | 9% | 1% | 0% | 1% | -1% | -5% | 4
O=C(c1ccco1)N1N=C(c2ccc(Br)cc2)CC1(O)C(F)(F)F (stereo not drawn) | 3% | 5% | -1 | -4% | -9% | -1% | 0% | 8% | 4% | 11% | -2
